Source: PubChem BioAssay
PAFAH1B2 inh – blocks human PAF acetylhydrolase 1b catalytic subunit 2. recombinant PAFAH1B2, FP-rhodamine activity probe, fluorescence polarization. inhibition, % at 3.39 µM. actives 1.2% (n = 340,000). AID 492953;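 active = inhibition above the mean of all tested compounds plus 3 SD, cut at about 24% in these data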;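 also: 0% = enzyme with DMSO and 100% = wells lacking PAFAH1B2; many of its hits are not listed in these tables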
Target sequence (P68402 whole entry, looked up): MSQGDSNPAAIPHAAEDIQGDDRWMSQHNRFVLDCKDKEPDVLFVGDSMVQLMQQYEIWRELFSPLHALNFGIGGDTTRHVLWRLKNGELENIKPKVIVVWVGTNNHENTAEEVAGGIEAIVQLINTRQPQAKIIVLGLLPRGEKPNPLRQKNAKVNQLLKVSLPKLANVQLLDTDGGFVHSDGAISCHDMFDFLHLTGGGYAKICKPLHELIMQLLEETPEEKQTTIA
LYPLA1 counter – counter-screen for PME1 inhibitors: inhibitors of human LYPLA1; recombinant LYPLA1, FP-Rh probe fluorescence polarization; inhibition, % at 5.9 µM; actives 0.16% (n = 320,000); AID 2174;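 active = inhibition above the mean of all tested compounds plus 3 SD, set per campaign, cut at about 14% in these data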;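 also: inhibitors block serine hydrolase probe labeling of LYPLA1 so polarization falls; 0% = enzyme with DMSO and 100% = wells lacking LYPLA1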
Target sequence (O75608 whole entry, looked up): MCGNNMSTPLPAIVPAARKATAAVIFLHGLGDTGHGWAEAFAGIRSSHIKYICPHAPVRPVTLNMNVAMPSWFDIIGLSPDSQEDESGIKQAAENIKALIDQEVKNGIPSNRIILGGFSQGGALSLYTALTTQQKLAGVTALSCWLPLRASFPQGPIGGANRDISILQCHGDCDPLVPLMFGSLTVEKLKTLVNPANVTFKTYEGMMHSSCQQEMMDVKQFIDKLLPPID
GSTO1 inh – blocks human GSTO1 in RBBP9 counter-screen | recombinant GSTO1, activity-based probe fluorescence polarization | inhibition, % at 5.96 µM | actives 1.1% (n = 300,000);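 active = inhibition above the campaign mean inhibition plus 3 SD, cut at about 35% in these data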;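 also: 0% = GSTO1-1 with DMSO and 100% = wells lacking GSTO1-1 enzyme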
PME-1 inh – blocks human protein phosphatase methylesterase 1. Q9Y570. recombinant PME-1, FP-Rh probe fluorescence polarization. inhibition, % at 5.9 µM. actives 0.53% (n = 320,000). AID 2130;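 active = inhibition above the campaign mean of all compounds plus 3 SD, cut at about 26% in these data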;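 also: competitive labeling of PME-1 active site by serine hydrolase directed probe; 0% = PME-1 with DMSO and 100% = wells lacking PME-1 enzyme; inhibitors block probe labeling so polarization falls and inhibition rises; many of its hits are not listed in these tables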
Target sequence (Q9Y570 whole entry, looked up): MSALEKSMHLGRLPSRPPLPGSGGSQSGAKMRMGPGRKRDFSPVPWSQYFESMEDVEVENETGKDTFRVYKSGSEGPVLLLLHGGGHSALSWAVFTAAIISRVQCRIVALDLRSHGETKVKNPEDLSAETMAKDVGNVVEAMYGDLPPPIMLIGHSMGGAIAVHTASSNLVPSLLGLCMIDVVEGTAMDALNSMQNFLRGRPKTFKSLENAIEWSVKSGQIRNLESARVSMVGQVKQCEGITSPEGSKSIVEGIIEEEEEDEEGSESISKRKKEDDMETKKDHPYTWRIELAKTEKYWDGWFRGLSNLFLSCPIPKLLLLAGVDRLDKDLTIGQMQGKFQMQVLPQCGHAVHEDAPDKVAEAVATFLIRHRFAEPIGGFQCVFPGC
LYPLA2 counter – LYPLA2 (human) inhibition in PME1 counter-screen; O95372; recombinant LYPLA2, FP-Rh probe fluorescence polarization; inhibition, % at 5.9 µM; actives 0.38% (n = 320,000); AID 2177;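 active = inhibition above the screen-wide mean plus 3 SD, limit set per campaign, cut at about 26% in these data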;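 also: 0% = LYPLA2 with DMSO and 100% = wells lacking LYPLA2 enzyme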
Target sequence (O95372 whole entry, looked up): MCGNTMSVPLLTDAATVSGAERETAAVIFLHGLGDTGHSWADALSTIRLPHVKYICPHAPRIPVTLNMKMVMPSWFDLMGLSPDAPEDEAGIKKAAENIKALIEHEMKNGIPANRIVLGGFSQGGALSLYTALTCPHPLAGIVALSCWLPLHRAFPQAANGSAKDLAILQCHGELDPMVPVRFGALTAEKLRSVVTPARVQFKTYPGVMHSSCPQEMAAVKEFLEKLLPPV
pPAFAH inh – inhibitors of human plasma PAF acetylhydrolase (pPAFAH); Q13093; recombinant pPAFAH, FP-rhodamine probe fluorescence polarization; inhibition, % at 3.39 µM; actives 1.5% (n = 330,000);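 active = inhibition above the mean inhibition across the screen plus 3 SD, cut at about 25% in these data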;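 also: inhibitors block binding of the rhodamine activity-based probe so polarization drops; 0% = enzyme with DMSO and 100% = wells lacking pPAFAH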
PAFAH1B3 FP inh – blocks human PAF acetylhydrolase 1B catalytic subunit 3. recombinant PAFAH1B3, FP-rhodamine probe, fluorescence polarization. inhibition, % at 3.39 µM. actives 0.28% (n = 340,000);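 active = inhibition above the screen-wide average of all tested compounds plus 3 SD, cut at about 25% in these data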;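 also: 0% = enzyme with DMSO only and 100% = wells lacking PAFAH1B3 protein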
PAFAH2 FP inh – PAFAH2 (human) inhibition | Q99487 | recombinant PAFAH2, FP-rhodamine activity probe, fluorescence polarization | inhibition, % at 3.39 µM | actives 0.99% (n = 340,000);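 active = inhibition above the mean over all tested compounds plus 3 SD, cut at about 30% in these data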;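 also: inhibitors block probe labeling of enzyme so polarization drops; 0% = enzyme with DMSO and 100% = wells lacking PAFAH2 protein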
PAD4 FP inh – PAD4 (human) enzyme inhibition | Q9UM07 | AID 485272 | inhibition, % at 6.36 µM | actives 0.41% (n = 330,000) | recombinant PAD4, RCA probe fluorescence polarization;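 active = percent inhibition above a cutoff equal to the mean of all tested compounds plus 3 SD, cut at about 15% in these data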;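 also: 0% = PAD4 with RCA probe and DMSO and 100% = probe without PAD4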
Numbers without * were called inactive; . = not tested or not shown. Not all compounds are listed; count on the stated rates, not on these rows.

SMILES	PAFAH1B2 inh	LYPLA1 counter	GSTO1 inh	PME-1 inh	LYPLA2 counter	pPAFAH inh	PAFAH1B3 FP inh	PAFAH2 FP inh	PAD4 FP inh
CN(C)c1ccc(Nc2c3c4c(cccc4n(C)c2=O)C(=O)c2ccccc2-3)cc1	3.4	4.0	14.1	9.6	10.4	9.0	7.7	2.0	0.3
Cc1ccc(S(=O)(=O)N2CCN(S(=O)(=O)N3CCC(C)CC3)CC2)cc1C	3.7	-2.6	4.3	0.3	2.0	7.3	1.7	3.6	-4.5
Cc1ccccc1CSc1nnc(-c2ccco2)n1Cc1ccco1	5.0	2.8	-13.5	7.4	1.6	13.8	-1.1	4.9	0.4
CC(NC(=O)c1sc2cc([N+](=O)[O-])ccc2c1Cl)C(C)(C)C (stereo not given)	7.1	0.6	0.9	1.9	3.8	-0.1	6.8	-3.6	-3.2
O=C(Cc1ccccc1)NCC1COc2ccccc2O1 (stereo not given)	3.9	-0.3	-0.5	4.2	3.6	1.4	8.0	4.6	0.6
Cc1ccc(S(=O)(=O)NCCC(=O)NCC(c2cccs2)N2CCOCC2)cc1 (stereo not given)	7.9	-2.9	5.3	-2.3	-5.5	-5.3	0.4	5.0	-14.3
O=C(NCCCNC(=O)c1ccc(Cl)cc1Cl)c1ccco1	3.6	-3.2	4.9	-9.2	-3.4	3.3	7.5	-3.5	1.4
CCOC(=O)c1[nH]c2ccc(F)cc2c1N=C(C)N(CC)CC	1.3	-1.5	-1.6	5.3	-0.1	-0.9	4.9	3.5	-1.0
COc1ccccc1NC(=O)C1=C(C)N(c2ccccc2)C(=S)NC1c1cccc(C(F)(F)F)c1 (stereo not given)	0.3	-6.3	11.7	-9.1	-11.9	-2.6	-1.5	-6.9	-1.9
COc1ccc(-c2nc3cnccn3c2NC(C)(C)CC(C)(C)C)cc1O	8.2	4.4	25.4	-3.1	8.6	7.2	2.7	8.4	-0.1
O=c1c(C(c2ccccc2)c2c(O)nc3n(c2=O)CCCS3)c(O)nc2n1CCCS2	5.8	-0.2	1.9	-1.0	2.2	6.3	8.4	8.8	1.2
O=C(CCc1nnc(CCCCc2ccccc2)o1)NCCc1cccnc1	9.8	0.5	3.3	-11.6	-3.2	3.5	-0.1	-5.2	0.0
CN1CCN(CC(=O)NC2CCCCC2)CC1	1.1	-0.3	-4.7	-2.7	0.9	-6.5	0.4	2.5	-1.2
NC(=O)[C@@H]1CCCN1Cc1nc(Cc2ccccc2Cl)no1	-1.3	1.7	-3.6	3.9	1.2	1.3	-0.7	-3.7	-0.4
COc1ccccc1/C=N/NC(=O)C(C)Cn1cnc2ccccc21 (stereo not given)	1.7	0.6	-1.2	-4.2	-4.6	1.9	-1.8	3.6	-4.6
CN(c1ccc(C(=O)N2CCCCCC2)cc1)S(=O)(=O)c1ccccc1	5.0	-1.3	.	2.2	-0.1	-2.2	3.4	0.5	-0.6
Cn1c(SCC(=O)N/N=C/C=C/c2ccccc2[N+](=O)[O-])nc2ccccc21	4.5	1.1	3.3	-1.7	7.2	7.2	-2.0	0.4	-3.3
Cc1cc2ncn(N)c2cc1C	-3.0	0.2	2.4	-1.7	-2.0	2.6	-0.6	-8.4	-2.4
CCN(CC)C(=O)COc1coc(CN2CCN(c3ccc(F)cc3)CC2)cc1=O	3.8	-5.1	6.0	4.2	-6.7	-0.4	8.9	10.4	-3.1
COc1ccc(OCCNc2c([N+](=O)[O-])c(=O)oc3ccccc23)cc1	6.0	-1.0	-4.1	0.4	-1.0	6.8	2.1	2.0	1.9

Gathered by group, those above with a thiophene ring, fused or not
SMILES	PAFAH1B2 inh	LYPLA1 counter	GSTO1 inh	PME-1 inh	LYPLA2 counter	pPAFAH inh	PAFAH1B3 FP inh	PAFAH2 FP inh	PAD4 FP inh
CC(NC(=O)c1sc2cc([N+](=O)[O-])ccc2c1Cl)C(C)(C)C (stereo not given)	7.1	0.6	0.9	1.9	3.8	-0.1	6.8	-3.6	-3.2
Cc1ccc(S(=O)(=O)NCCC(=O)NCC(c2cccs2)N2CCOCC2)cc1 (stereo not given)	7.9	-2.9	5.3	-2.3	-5.5	-5.3	0.4	5.0	-14.3

More records
SMILES	PAFAH1B2 inh	LYPLA1 counter	GSTO1 inh	PME-1 inh	LYPLA2 counter	pPAFAH inh	PAFAH1B3 FP inh	PAFAH2 FP inh	PAD4 FP inh
COc1ccc(CN(CCCN2CCOCC2)C(=O)Nc2ccccc2)cc1OC	0.1	0.1	3.1	0.4	1.4	3.5	2.8	-6.4	-3.1
CC(C)c1ccc(NC(=O)C2CCN(S(=O)(=O)c3ccc4c(c3)NC(=O)CO4)CC2)cc1	1.2	-2.4	-0.2	4.5	-1.0	-19.1	12.9	2.4	-3.9
NC1=NC[C@H](c2ccccc2)N1CCCCC1CCCCC1	-1.2	-1.7	2.9	-3.1	0.5	-0.3	5.9	-3.3	3.9
O=C(O)c1ccc(N2CCCS2(=O)=O)cc1	1.7	2.8	3.9	-3.6	-6.5	5.2	4.7	-0.6	0.4
CC(C)COc1ccc(C(=O)OCC(=O)NCc2cccs2)cc1	3.9	.	.	.	.	12.8	9.4	40.6*	-0.1
CCC1CCCCN1C(=O)CSc1nc(N)c(NC(=O)c2ccco2)c(=O)[nH]1 (stereo not given)	3.3	-2.0	5.5	-1.5	0.4	3.3	-1.2	-2.9	-3.7
CCn1c(SCC(=O)Nc2ccc3[nH]c(=O)[nH]c3c2)nnc1-c1ccccc1	4.6	-2.6	-12.6	-1.7	0.6	-6.1	4.3	6.0	-1.1
COc1cccc(CN2C(=O)[C@@H]3Cc4c([nH]c5ccccc45)C(C)(C)N3C2=O)c1	3.0	-2.6	0.7	4.7	-6.2	6.4	-3.5	4.5	-3.6
COC(=O)Cc1c(C)c2ccc(OCC(=O)N3CCOCC3)cc2oc1=O	-1.7	0.1	-2.8	-2.1	6.0	-0.6	0.0	-0.7	-1.5
CC1(C)CC(CC(=O)Nc2ccccc2[N+](=O)[O-])C(=O)O1 (stereo not given)	0.3	0.1	2.3	10.4	-7.0	7.0	7.2	-5.5	-2.0
C=CCN1C(=O)C(C)S/C1=N\S(=O)(=O)c1ccc(Cl)cc1 (stereo not given)	13.7	-0.1	5.1	-1.0	11.7	4.7	11.0	-2.0	4.2
CC(C)=NN1C(c2nonc2N)=NOC1(C)C	.	1.1	-6.3	8.0	3.1	-0.7	.	.	4.9
COc1nc(C)ccc1-c1noc(-c2cccs2)n1	.	0.7	-1.6	3.8	-1.8	4.9	.	.	1.2
CCOC(=O)Nc1ccc2nc(N3CCCCCC3)sc2c1	12.9	3.0	-0.9	-1.6	-1.6	6.1	-0.9	6.4	2.4
Cc1cccc(-n2c(CCn3nc(C)c([N+](=O)[O-])c3C)n[nH]c2=S)c1	-1.6	-0.2	1.4	2.3	1.1	7.5	2.9	5.1	-2.2
Cc1ccccc1CC(=O)Nc1cc(C(C)(C)C)on1	3.4	-3.4	-1.2	-0.8	-4.3	5.3	9.1	-4.0	-5.6
CCOc1ccccc1Nc1cc2n(c(=O)n1)CCc1cc(OC)c(OC)cc1-2	3.3	4.2	1.6	3.5	7.3	0.9	4.8	9.6	2.0
CCC(=O)Nc1ccc(C(=O)COC(=O)C(CCSC)NC(=O)COc2ccccc2)cc1 (stereo not given)	6.7	-0.2	2.6	3.5	-3.6	6.8	5.0	8.4	-3.9
COc1ccc(Br)cc1CN1CCN(Cc2c[nH]c3ccccc23)CC1	3.5	3.3	5.9	-5.7	4.6	4.2	6.5	0.6	3.0
NCC(=O)c1cccc2ccc[n+]([O-])c12	2.7	-0.7	-1.2	-0.4	-5.0	-2.6	1.3	3.7	-10.2
COc1ccc(OC)c(NC(=O)CCN2CCN(CCO)CC2)c1	3.0	-0.7	1.1	6.0	6.5	1.9	3.0	2.3	2.8
COc1ccc(CCN2C(=O)CC(NNC(=O)c3ccccc3Br)C2=O)cc1OC (stereo not given)	7.8	1.5	4.9	11.1	-8.8	-1.7	0.6	-6.8	-0.9
C[C@]12CC[C@@H]3c4ccc(O)cc4CC[C@H]3[C@@H]1CCC2=O	3.9	-2.5	-2.0	-3.7	-0.9	0.5	4.7	5.3	-2.6
Cc1c(CN(C)C(=O)/C=C/c2ccc([N+](=O)[O-])cc2)cnn1C	-0.6	1.8	-1.4	2.3	4.5	-1.4	1.4	7.8	4.1
COc1cc(NC(=O)CCn2c(=S)oc3ccccc32)cc(OC)c1OC	1.1	2.4	-0.6	2.5	-0.2	0.2	2.8	0.4	0.5
O=c1cnnc(N/N=C/c2cccs2)[nH]1	-0.6	-4.0	11.6	-1.7	0.5	5.4	9.7	-3.1	4.5
O=C(CN1CCN(c2nc(-c3ccc(F)cc3)cs2)CC1)Nc1ccc2c(c1)OCO2	-0.8	2.5	18.8	7.8	4.3	8.2	-0.4	-3.5	0.5
CN1CCN(CC(O)c2ccccc2)CC1 (stereo not given)	.	2.2	3.1	2.9	4.9	5.0	.	.	0.1
CCCN(C(=O)CCNC(=O)Cn1cnc2ccccc2c1=O)c1cccc(C)c1	3.2	-1.1	7.0	-8.9	6.7	3.5	0.5	-3.3	-1.5
NC(=O)CS(=O)(=O)c1nc2ccccc2n1CC(=O)N1CCCCC1	0.3	2.4	1.0	-4.1	6.6	-0.1	9.3	4.1	-4.1
O=C(Cn1cnc2c(nnn2Cc2ccc(Cl)cc2)c1=O)NCc1ccco1	7.6	4.2	-4.7	0.8	4.0	9.2	5.7	10.0	1.3
O=C(O)c1ccc(-c2nc3ccccc3[nH]2)cc1	9.3	-0.4	-1.1	4.7	-3.6	-4.4	14.1	6.1	-2.2
COc1ccc(C(=O)NCCc2cn3ccc(C)cc3n2)cc1	2.3	-2.7	6.7	-2.4	-1.2	3.1	6.2	3.6	4.3
COC(=O)c1ccc(Sc2ccc(F)cc2)c(N)c1	9.2	-2.2	5.1	5.4	-0.2	4.5	1.4	6.0	2.1
CC1Oc2ccccc2N(CC(=O)NCCc2ccccc2)C1=O (stereo not given)	-1.9	-0.5	-4.5	1.1	-0.4	4.0	7.4	-3.7	1.9
Cc1noc(C)c1CSc1ncnc2sc3c(c12)CCCCC3	0.3	-0.6	-5.7	4.8	-4.4	2.4	3.8	-13.2	-0.9
Cn1ncc(Br)c1C(=O)Nc1ccc(Br)cn1	0.3	1.4	4.3	0.0	9.6	2.4	15.5	-3.1	-2.2
Cc1cc(-c2ccccc2)nc2cc(C(=O)NCCCn3ccnc3)nn12	1.7	-0.4	4.1	1.2	2.6	1.4	5.4	-5.1	2.5
CN(C)CCCn1cnc2c1c(=O)[nH]c(=O)n2Cc1ccccc1	4.3	3.9	3.1	-4.6	7.6	7.3	3.6	-8.9	-7.3
CC1=C(C#N)C(c2cccnc2)C2=C(N1)c1ccccc1C2=O (stereo not given)	1.1	2.1	6.5	-7.1	1.3	-1.0	1.6	0.2	-0.7
CCOc1cc(C(=O)N2CCN(C/C=C/c3ccccc3)CC2)cc(OCC)c1OCC	-6.1	-1.5	-6.4	2.9	3.2	4.7	-3.5	-0.1	-6.4
CCOc1ccc(N2CC(C(=O)Nc3c(C)n(C)n(-c4ccccc4)c3=O)CC2=O)cc1 (stereo not given)	0.2	0.2	-0.3	4.0	-2.0	3.0	8.1	-4.2	-2.0
CC(C)C(C(=O)Nc1ccc(N2CCOCC2)cc1)N1C(=O)c2ccccc2C1=O (stereo not given)	-2.4	1.8	10.2	-1.6	3.5	-0.2	9.2	8.7	0.9
